High-throughput results: PubChem BioAssay, several laboratories
STAT1 inh – inhibitors of IFN-gamma induced STAT1 signaling. NIH 3T3 STAT1-luciferase reporter, luminescence. inhibition, % at 5.5 µM. 0.35% of 200,000 active;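 active = inhibition above a set limit, the mean inhibition across all tested compounds plus 3 SD, cut at about 34% in these data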;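 also: 0% = IFN-gamma with DMSO and 100% = IFN-gamma with 300 µM nifuroxazide; values of inactives mirror those of a sister screen read the other way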
PPARg SRC-1 ag – PPARgamma-driven SRC-1 recruitment agonism; AID 631; PPARgamma-SRC-1 coactivator recruitment biochemical assay; P37231; activation, % at 8 µM; 0.41% of 200,000 active; in the data active = activation above about 19%;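 also: 0% = DMSO and 100% = reference agonist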
Target sequence (P37231 whole entry, looked up): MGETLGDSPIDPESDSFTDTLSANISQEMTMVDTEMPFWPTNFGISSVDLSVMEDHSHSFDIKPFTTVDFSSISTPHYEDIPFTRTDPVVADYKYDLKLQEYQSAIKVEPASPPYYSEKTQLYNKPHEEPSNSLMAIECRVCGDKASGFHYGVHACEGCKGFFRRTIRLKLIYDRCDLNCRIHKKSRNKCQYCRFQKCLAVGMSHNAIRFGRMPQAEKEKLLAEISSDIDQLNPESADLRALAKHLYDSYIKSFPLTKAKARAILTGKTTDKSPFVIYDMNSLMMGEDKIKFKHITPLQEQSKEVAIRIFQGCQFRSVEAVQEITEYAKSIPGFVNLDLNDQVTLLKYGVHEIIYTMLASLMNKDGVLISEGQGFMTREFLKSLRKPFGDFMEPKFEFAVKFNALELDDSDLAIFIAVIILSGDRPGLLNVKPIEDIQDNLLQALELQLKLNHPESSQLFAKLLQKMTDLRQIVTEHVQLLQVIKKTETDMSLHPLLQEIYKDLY
bIAP inhibitor – intestinal alkaline phosphatase (bovine) inhibition; purified bovine IAP, CDP-star luminescence, 30 min; inhibition, % at 20 µM; 190,000 tested, under 10 active;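 active = over 50% inhibition of intestinal alkaline phosphatase at 20 µM in the single-dose screen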
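test system = bovine IAP enzyme | medium = DEA buffer 100 mM, pH 9.8, with MgCl2 1.0 mM, ZnCl2 0.02 mM | detection = luminescence | dosing = single compound dose of 20 µM, 2% DMSO final | incubation = 30 min reaction at room temperature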
STAT3 blocker – inhibitors of IL-6 induced STAT3 signaling | U3A cells, IL-6 STAT3-luciferase reporter, luminescence; host cell line lacks STAT1 | inhibition, % at 5.5 µM | 0.89% of 190,000 active;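 active = inhibition above the mean inhibition across all screened compounds plus 3 SD, cut at about 44% in these data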;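 also: 0% = DMSO only wells and 100% = 100 µM nifuroxazide control wells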
bIAP act – intestinal alkaline phosphatase (bovine) activation; 0.17% of 200,000 active; activation factor at 20 µM; purified bovine IAP, CDP-star luminescence, 30 min; stronger effect = higher value; fold of DMSO-control signal, blank-subtracted;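 active = activation factor of 2 or more at 20 µM, a signal rise over negative controls twice the positive control's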
STAT3 act – STAT3 signaling activation; U3A cells, IL-6 STAT3-luciferase reporter, luminescence; 100% = signal with IL-6 EC80 alone; 0.91% of 190,000 active; activation (% of control), % at 5.6 µM; AID 871;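 active = activation above the screen-wide mean of compound activation plus 3 SD, cut at about 130% in these data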;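 also: 0% = background luminescence of wells with medium and substrate only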
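Detection: reporter luminescence signal / Assay system: STAT1-lacking human U3A cells, STAT3 luciferase reporter / Incubation: compound pre-incubation 1 h before IL-6, then 6 h stimulation at 37 °C / Control set: IL-6-only high control / Read-out: % activation relative to IL-6 control / Probe or stimulus: Interleukin-6, 33 ng/mL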
TR-FRET SRC-2 ct – TR-FRET artefact, counter-screen to PPARgamma/SRC-2 agonist assay; stronger effect = higher value; TR-FRET ratio at 8 µM; 0.4% of 200,000 active; in the data active = TR-FRET ratio above about 2000; also: inactives centre near 1500
TNAP act hiacc – TNAP (human) activation, high acceptor | 200,000 tested, under 10 active | purified TNAP, CDP-star luminescence, 1 M DEA, 30 min; stronger effect = higher value; 0 = EDTA background, 1 = DMSO-only activity | activation factor at 20 µM | P05186 | AID 1136;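 active = activation factor at least 2 at 20 µM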
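Test system – human TNAP · Doses – 20 µM single point · Incubation – 30 min, room temperature · Signal – luminescent substrate turnover signal · Read-out basis – activation factor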
PPARg SRC3 recr – agonists of human PPARgamma SRC-3 coactivator recruitment; P37231; biochemical PPARgamma/SRC-3 coactivator recruitment assay; activation, % at 8 µM; 0.26% of 200,000 active; AID 731; in the data active = activation above about 23%;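 also: 0% = DMSO and 100% = reference agonist; some compounds past the cut are filed as inactive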
ROMK primary – human ROMK K+ channel modulation, primary screen | P48048 | Tet-inducible ROMK, thallium flux fluorescence; actives lie on both sides | B-score at 10 µM | 2% of 130,000 active;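 active = signal ratio slope over the read window, or its plate-corrected B-score, at least 3 SD from the plate mean, either direction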;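 also: B-score of the F/F0 ratio slope over 7 to 12 s after thallium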
Target sequence (P48048 whole entry, looked up): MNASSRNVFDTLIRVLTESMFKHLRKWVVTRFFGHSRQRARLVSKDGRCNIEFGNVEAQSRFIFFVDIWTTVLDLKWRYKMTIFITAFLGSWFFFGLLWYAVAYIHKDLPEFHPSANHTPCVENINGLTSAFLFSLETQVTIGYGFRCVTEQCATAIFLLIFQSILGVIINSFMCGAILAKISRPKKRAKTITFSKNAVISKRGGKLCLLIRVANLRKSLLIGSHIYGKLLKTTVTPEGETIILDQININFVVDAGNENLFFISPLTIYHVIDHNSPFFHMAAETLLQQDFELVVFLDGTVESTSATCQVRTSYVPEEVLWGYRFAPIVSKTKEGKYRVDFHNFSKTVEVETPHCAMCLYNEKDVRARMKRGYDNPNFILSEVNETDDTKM
PPARg SRC-2 ag – PPARgamma-driven SRC-2 recruitment agonism | P37231 | PPARgamma LBD-SRC-2 recruitment, biochemical | activation, % at 8 µM | 0.34% of 200,000 active; in the data active = activation above about 22%;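 also: 0% = vehicle and 100% = reference agonist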
* marks the source's active call; other numbers are inactive results; . = no result given.

mol	STAT1 inh	PPARg SRC-1 ag	bIAP inhibitor	STAT3 blocker	bIAP act	STAT3 act	TR-FRET SRC-2 ct	TNAP act hiacc	PPARg SRC3 recr	ROMK primary	PPARg SRC-2 ag
O=C1CN(c2nc(-c3ccccc3)c3cc(Cl)ccc3n2)c2ccccc2N1	6	2	-12	2	1.1	94	1558	1	0	.	3
OCCC1CN(Cc2ccc(Oc3ncccn3)cc2)CCN1C1CCCC1 (centres undefined)	3	4	1	14	1	92	1591	1.1	1	0.015	9
O=C(O)CCCC(=O)Nc1nc(-c2ccc(F)cc2)cs1	4	-2	13	4	0.9	100	1582	1	12	0.53	6
CCc1nnc(NC(=O)C(C)Sc2ccccc2)s1 (centres undefined)	-3	4	-2	13	1	93	1694	1	5	.	2
Cc1ccc(NC(=O)n2ccc(-c3ccc(-n4ccnc4)cc3)n2)cc1	-39	-4	1	-7	1	109	1332	1	1	0.1	5
COC(=O)c1cccc(NC(=O)Cn2nnc3ccccc32)c1	-12	8	2	9	1	93	1567	1.1	-5	-0.15	6
COc1ccc2nc(C)cc(SCC(=O)NNC(=O)COc3cccc4ccccc34)c2c1	-10	4	-19	-1	1.2	100	1792	1	4	-0.8	5
CCOCCn1c(CN2CCN(CC)CC2)nc2c1c(=O)n(C)c(=O)n2C	7	2	-29	4	1.3	96	1534	1	-2	-0.016	-9
CC(Oc1ccc(-n2cnnn2)cc1)C(=O)O (centres undefined)	-4	3	4	9	1	99	1519	1	-2	0.019	-4
O=C(Nc1ccc2c(c1)CCC2)C1CCN(c2c3c(nc4ncnn24)CCC3)CC1	28	2	-17	24	1.2	81	1659	1	-3	.	-9
COc1cccc(-c2nc(CS(=O)(=O)CC(=O)N3CCN(C4CCCCC4)CC3)c(C)o2)c1	7	7	1	-6	1	105	1605	1	0	.	1
CC(C)(C)c1cc(C(=O)O)c(CN2CCCCC2)o1	3	9	-6	17	1.1	93	1571	1.1	9	-0.65	8
Cc1cccc(/C=N/NC(=O)c2cc3c(s2)-c2ccccc2CC3)c1	-6	4	15	-8	0.9	112	1582	1	7	.	-6
O=C(NCc1ccco1)C1CC(c2c(Cl)cccc2Cl)=NO1 (centres undefined)	3	1	-1	25	1	88	1754	1	3	.	4
CCSc1nnc(NC(=O)C2CCN(S(=O)(=O)c3ccccc3C(F)(F)F)CC2)s1	3	0	.	-12	0.3	108	1697	1	-2	1.1	7
Cc1ccc(C(=O)NC(=S)Nc2ccc(Oc3ccc(Cl)cc3)cc2)cc1	0	5	42	16	0.6	95	1700	1	1	.	1
CC(=O)c1cccc(NC(=O)N2CCCC(C(=O)c3cc(F)ccc3F)C2)c1 (centres undefined)	0	0	14	5	0.9	99	1378	1	4	0.24	4
COc1cc(/C=C/C(=O)OCC(=O)NC(=O)NC23CC4CC(CC(C4)C2)C3)ccc1OCC#N	10	2	10	-9	0.9	105	1683	1.1	5	1.5	0
CCOC(=O)c1nn(-c2cccc(OC)c2)c2nc(CC)c(C#N)c(=O)n12	10	0	15	-12	0.9	115	1462	1	6	-0.51	-5
O=C(Nc1ccc2nc(-c3cccs3)[nH]c2c1)c1ccco1	-6	1	34	22	0.7	83	1514	1	-6	0.54	2
CCOc1cc(S(=O)(=O)NCC2OCCc3ccccc32)c(OCC)cc1-n1cnnn1 (centres undefined)	3	4	-11	4	1.1	100	1777	1.1	3	0.46	1
Cc1ccc(NC(=O)N(Cc2cccs2)Cc2cc3cc4c(cc3[nH]c2=O)OCO4)cc1	2	5	20	4	0.8	99	1605	1	-1	.	4
O=C(O)C1CSC2(CCN(Cc3ccccc3)CC2)N1 (centres undefined)	6	2	8	7	0.9	97	1633	1	-4	0.64	1
COCCN1Cc2cccc(C(=O)N3CCN(c4cc(C)ccc4C)CC3)c2C1=O	-3	10	-2	13	1	97	1564	1	-6	.	1
N#Cc1ccccc1NC(=O)CC1c2ccccc2Oc2ccccc21	2	8	16	4	0.8	97	1516	1	4	-0.015	9
COc1ccc(Cn2ccnc2CO)cc1[N+](=O)[O-]	-4	5	-3	6	1	98	1603	1.1	2	-0.38	6
Cc1ccc(CC2S/C(=C(/C#N)C(=O)N3CCOCC3)N(c3ccccc3)C2=O)cc1 (centres undefined)	5	7	3	3	1	100	1478	1	0	0.23	8
CCS(=O)(=O)c1ccc2c(c1)N(S(=O)(=O)c1ccccc1)CC(C(=O)O)O2 (centres undefined)	6	-10	-3	6	1	105	1382	1	3	.	2
CN(CCc1cn[nH]c1)Cc1nc(Cc2ccccc2F)no1	-7	-1	-22	0	1.2	104	1403	1.1	1	0.012	0
O=C(Nc1cccs1)Nc1c(F)c(F)cc(F)c1F	23	-2	6	4	0.9	100	1506	1	-2	-0.29	-4
CCn1ncc(-c2cc(C(=O)O)no2)c1C	0	-2	-12	4	1.1	99	1581	1	1	0.49	2
C/C(=N\NC(=O)c1ccccc1NC(=O)c1ccc(Cl)cc1)c1ccncc1	96*	2	3	106*	1	8	1634	1	5	1.1	-6
O=c1c(Oc2ccccc2Br)c(C(F)(F)F)oc2c(CN3CCCC3)c(O)ccc12	5	-1	1	-4	1	103	1371	1	-11	.	-9
C[N+]12CCCCC1C(COC(=O)c1ccc3c(c1)OCO3)CCC2 (centres undefined)	-4	0	23	-8	0.8	107	1483	1.1	4	-0.12	8
CCn1c(SCC(=O)NNC(=O)c2ccc(OC)cc2)nnc1-c1ccco1	0	-4	-40	0	1.4	101	1447	1	-5	0.98	-6
CCOC(=O)C1=NN(c2ccc(C)cc2)C2(S1)SC(C(C)=O)=C(C)N2c1ccccc1 (centres undefined)	3	0	3	-8	1	111	1484	1	-17	.	-4
O=C(CCn1cnnn1)Nc1ccc(Cl)c(Cl)c1	-1	2	-11	0	1.1	102	1393	1	3	2.2	5
C#CCNC(=O)C1=C[C@H](C(C)(C)C)C[C@H](OCc2ccc(CO)cc2)O1	21	-9	-9	.	1.1	.	1396	1.1	-4	.	0
Cc1ccc([N+](=O)[O-])cc1Nc1nc(N2CCOCC2)nc(N2CCOCC2)n1	-8	8	0	10	1	96	1704	1	6	-0.66	10
C[N+](C)(C)CCCN1C(=O)CCCC1=O	-2	16	0	16	1	95	1563	1	18	.	17

Arranged by the number under PPARg SRC-1 ag (descending): 3 from the list above.
smiles	STAT1 inh	PPARg SRC-1 ag	bIAP inhibitor	bIAP act	STAT3 act	TNAP act hiacc	PPARg SRC3 recr	ROMK primary	PPARg SRC-2 ag
N#Cc1ccccc1NC(=O)CC1c2ccccc2Oc2ccccc21	2	8	16	0.8	97	1	4	-0.015	9
C/C(=N\NC(=O)c1ccccc1NC(=O)c1ccc(Cl)cc1)c1ccncc1	96*	2	3	1	8	1	5	1.1	-6
C[N+]12CCCCC1C(COC(=O)c1ccc3c(c1)OCO3)CCC2 (centres undefined)	-4	0	23	0.8	107	1.1	4	-0.12	8

Next part.
mol	STAT1 inh	PPARg SRC-1 ag	bIAP inhibitor	STAT3 blocker	bIAP act	STAT3 act	TR-FRET SRC-2 ct	TNAP act hiacc	PPARg SRC3 recr	ROMK primary	PPARg SRC-2 ag
CC(Sc1n[nH]c(=O)[nH]c1=O)C(=O)OCc1ccccc1 (centres undefined)	-4	-5	-6	2	1.1	102	1393	1.1	-7	.	-3
Cc1ccc(S(=O)(=O)NCc2csc(C)n2)c(C)c1	-3	4	11	-8	0.9	109	1518	1	-2	.	1
COCCCNC(=O)c1c(NC(=O)C2COc3ccccc3O2)sc2c1CCCC2 (centres undefined)	-4	0	9	13	0.9	94	1615	1	6	1.1	6
O=C(NCC1CCCCC1)c1cc([N+](=O)[O-])ccc1N1CCOCC1	6	-4	5	-14	0.9	113	1344	1	-1	-0.99	0
O=C(O)c1cc(=O)[nH]c2c(Cl)cccc12	8	0	6	-30	0.9	130	1613	1.1	4	0.86	4
CN(C)c1ccc(-c2noc(-c3ccccc3O)n2)cc1	3	12	10	40	0.9	68	1571	1	0	-0.014	0
O=C(Oc1ccccc1C(=O)N1CCOCC1)c1cccc(Br)c1	2	1	2	1	1	102	1449	1.1	1	.	1
Cc1onc(C(=O)N2CCN(C(c3ccccc3)c3ccccc3)CC2)c1[N+](=O)[O-]	4	5	14	5	0.9	95	1620	1	4	-0.46	12
CC1CCCN(c2oc(-c3cccc4ccccc34)nc2C#N)C1 (centres undefined)	-5	0	7	-5	0.9	110	1135	1.1	0	.	4
CC(=O)C1=C(C)NC(SCC(=O)c2ccc(Cl)cc2)=C(C#N)C1CC(C)C (centres undefined)	-2	8	8	0	0.9	104	1525	1	9	-1.4	8
CC1(C)N=C(c2ccccn2)C(C)(C)N1O	16	3	2	10	1	96	1544	1	8	0.11	7

Part of the list above, field by field.
> Cc1ccc(NC(=O)n2ccc(-c3ccc(-n4ccnc4)cc3)n2)cc1
- STAT1 inh: -39
- PPARg SRC-1 ag: -4
- bIAP inhibitor: 1
- STAT3 blocker: -7
- bIAP act: 1
- STAT3 act: 109
- TR-FRET SRC-2 ct: 1332
- TNAP act hiacc: 1
- PPARg SRC3 recr: 1
- ROMK primary: 0.1
- PPARg SRC-2 ag: 5
> COC(=O)c1cccc(NC(=O)Cn2nnc3ccccc32)c1
- STAT1 inh: -12
- PPARg SRC-1 ag: 8
- bIAP inhibitor: 2
- STAT3 blocker: 9
- bIAP act: 1
- STAT3 act: 93
- TR-FRET SRC-2 ct: 1567
- TNAP act hiacc: 1.1
- PPARg SRC3 recr: -5
- ROMK primary: -0.15
- PPARg SRC-2 ag: 6
